PTHR1 agonist – PTHR1 (human) receptor agonism. AID 743266. 410,000 tested, 0.075% active. Q03431. HEK293 GP2 PTHR1 cells, GloSensor cAMP luminescence, 1 h. Potency, µM (series often up to 115 µM), without a hit: at the highest dose activation, usual class: activators; further: potency means the concentration at half of the fitted maximal effect; nearly all actives have a fitted effect of over 55% in size; some results filed as inactive show a strong effect at the top dose; inactives centre near -15; many of its hits are not listed in these tables
Target sequence (Q03431 whole entry, looked up): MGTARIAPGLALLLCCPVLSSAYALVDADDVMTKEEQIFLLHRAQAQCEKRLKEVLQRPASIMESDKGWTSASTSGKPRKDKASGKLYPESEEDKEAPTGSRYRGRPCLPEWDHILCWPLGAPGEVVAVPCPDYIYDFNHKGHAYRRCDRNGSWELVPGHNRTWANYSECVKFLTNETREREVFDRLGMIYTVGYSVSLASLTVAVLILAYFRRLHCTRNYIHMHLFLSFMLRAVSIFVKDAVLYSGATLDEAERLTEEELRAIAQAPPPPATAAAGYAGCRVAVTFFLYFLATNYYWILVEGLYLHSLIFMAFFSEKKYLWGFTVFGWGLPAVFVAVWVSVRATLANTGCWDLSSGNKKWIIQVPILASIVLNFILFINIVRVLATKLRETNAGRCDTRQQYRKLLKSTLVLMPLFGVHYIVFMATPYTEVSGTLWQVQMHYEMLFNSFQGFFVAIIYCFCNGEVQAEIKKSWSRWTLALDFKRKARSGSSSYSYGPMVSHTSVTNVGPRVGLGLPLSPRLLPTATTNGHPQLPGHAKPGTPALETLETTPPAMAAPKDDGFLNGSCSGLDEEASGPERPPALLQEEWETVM
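HEK-293-derived GP2 cells expressing PTHR1 and a GloSensor cAMP reporter, 3,000/well, plated overnight, given luciferin plus IBMX (each 0.5 mM as added) for 1 h at 37 °C, then compound for 1 h at 37 °C. Luminescence was read after 15 min at room temperature.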
GLP1R cytotox – cytotoxicity counter-screen for GLP-1 receptor inverse agonists; HEK293 cAMP-luciferase reporter cells, luminescence, 24 h; Potency, µM (doses to about 38.3 µM), inactives show at the top dose activity change, negative = inhibition, usual class: inhibitors; 410,000 tested, 0.13% active; AID 624418;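 further: loss of luciferase light is scored as toxicity; potency means the concentration at half of the fitted maximal effect; on the % scale 0 is the no-effect control and ±100 the full control effect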
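1536-well qHTS counterscreen of the MLSMR; 200 cells/uL, 12 h pre-incubation, 23 nL cpd, 24 h at 37 deg C 5% CO2, luciferase detection reagent, 12 min RT, luminescence. Inhibition = undesired.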
GLP1R inv ag – acts as inverse agonist at human GLP-1 receptor. HEK293 GLP-1R CRE-luciferase, luminescence, 24 h; GLP-1R form is constitutively active. 410,000 tested, 1.6% active. AID 624417. P43220. Potency, µM (top dose mostly 38.3 µM), for inactives: at the highest dose activity change, negative = inhibition, hits mostly inhibitors; further: potency means the concentration at half of the fitted maximal effect; on the % scale 0 is the no-effect control and ±100 the full control effect; nearly all actives have a fitted effect of over 55% in size
Target sequence (P43220 whole entry, looked up): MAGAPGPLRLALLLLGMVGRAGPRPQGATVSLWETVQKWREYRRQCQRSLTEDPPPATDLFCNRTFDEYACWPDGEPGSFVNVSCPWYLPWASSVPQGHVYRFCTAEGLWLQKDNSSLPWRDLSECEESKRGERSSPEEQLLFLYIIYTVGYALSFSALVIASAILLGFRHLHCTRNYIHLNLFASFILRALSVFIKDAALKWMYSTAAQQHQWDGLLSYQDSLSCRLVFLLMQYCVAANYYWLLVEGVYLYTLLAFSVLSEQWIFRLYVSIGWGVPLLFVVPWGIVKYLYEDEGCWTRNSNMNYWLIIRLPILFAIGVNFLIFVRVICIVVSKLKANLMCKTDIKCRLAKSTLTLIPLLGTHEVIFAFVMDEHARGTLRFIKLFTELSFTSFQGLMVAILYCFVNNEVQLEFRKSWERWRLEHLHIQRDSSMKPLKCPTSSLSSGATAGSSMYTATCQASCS
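Inverse agonists were sought by their lowering of basal cAMP reporter luciferase output in HEK293 cells stably carrying constitutively active human GLP-1R, after 24 h compound treatment.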
pAkt inh – blocks phosphorylation of Akt. Neuro2A IGF-stimulated pAkt S473 HTRF, 20 min; active compounds read low. 360,000 tested, 0.32% active. AID 651550. activity change, % for hits at 50 µM; in the data active means activity change below about -80%; inconclusive means mostly about -51% to -80%; further: on the % scale 0 is the no-effect control and ±100 the full control effect
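Neuro2A cells in DMEM with 0.5% FBS, overnight at 37 deg C, given compound at single 50 µM final, then IGF (6 nM final) for 20 min at 37 deg C. Lysed; phospho-Akt Ser473 by HTRF after 24 h, 665/615 ratio.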
Abeta yeast res – restores growth of yeast expressing A-beta42 peptide; yeast expressing A-beta42, growth rescue, OD600, 48 h; response scale: 0% DMSO, 100% iron-clioquinol control; Potency, µM (highest dose often 46.1 µM), without a hit: at the highest dose growth rescue, most hits filed as activators; 410,000 tested, 0.063% active; further: potency means the concentration at half of the fitted maximal effect; nearly all actives have a fitted effect of over 55% in size
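Growth rescue measured by 600 nm absorbance after 48 h yeast culture at 30 C with compound. Values normalized between DMSO and an equimolar ferric chloride plus clioquinol control.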
MmCpn inh – blocks the Methanococcus maripaludis chaperonin Mm-Cpn; purified Mm-Cpn ATPase, ADP Transcreener TR-FRET; Potency, µM (series often up to 76.9 µM), for inactives: at the top dose activity, negative = inhibition, most hits filed as inhibitors; 330,000 tested, 0.031% active; AID 504842; further: potency means the concentration at half of the fitted maximal effect; on the % scale 0 is the no-effect control and ±100 the full control effect; nearly all actives have a fitted effect of over 80% in size
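TR-FRET (320 nm excitation; 590 and 665 nm emission) reports ADP made from 10 uM ATP by 25 nM enzyme; compounds were preincubated 10 min, reaction run 30 min, both at 37°C.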
FUS yeast rescue – suppressors of FUS proteinopathy in yeast; S. cerevisiae FUS-expressing, growth rescue, OD600, 24 h; Potency, µM (highest dose often 76.6 µM), for inactives: at the highest dose growth rescue (activation), actives largely listed as activators; AID 1347120; 390,000 tested, 0.24% active;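 further: potency means the concentration at half of the fitted maximal effect; plate controls were DMSO vehicle for no effect and reference control for full effect; nearly all actives have a fitted effect of over 55% in size; some results filed as inactive show a strong effect at the top dose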
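Galactose (2%) drives FUS expression in yeast precultured in raffinose; seeding density OD 0.005. Test compounds incubated 24hr at 30C and 99% humidity before absorbance at 600 nm was measured.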
TDP43 rescue – inhibitors of TDP-43 toxicity in yeast. TDP-43 expressing yeast growth rescue, BacTiter-Glo, 24 h. AID 652104. 410,000 tested, 1.8% active. Potency, µM (doses to about 46.1 µM), for the others: top-dose growth rescue (activation), hits mostly activators; further: potency means the concentration at half of the fitted maximal effect; % of control where 0% means no effect; nearly all actives have a fitted effect of over 50% in size
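Growth rescue of TDP-43-toxic yeast measured as ATP luminescence (BacTiter-Glo). Cells grown to mid-log in raffinose, induced in galactose at OD600=0.02, exposed to compound 24 hr at 30 deg C.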
aSyn yeast inh – alpha-synuclein toxicity inhibition in yeast | Potency, µM (doses to about 46.1 µM), without a hit: at the top dose growth rescue (activation), most hits filed as activators | 370,000 tested, 0.14% active | AID 652106 | Yeast expressing alpha-synuclein, growth rescue, BacTiter-Glo, 24 h; further: potency means the concentration at half of the fitted maximal effect; % of control where 0% means no effect; nearly all actives have a fitted effect of over 65% in size
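Rescue of yeast growth: cells expressing toxic alpha-synuclein, induced in galactose at OD600 0.02, incubated with compound 24 h at 30 C. ATP luminescence quantified growth; inhibitors of toxicity appear as activators.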
Active calls of the source: *; i = inactive; u = inconclusive; x = no result given; & = joins results of further samples; [ ] = dose if it differs, or a comment. Unless noted, the call rests on the fitted dose curve; in most records, active means well fitted curve in the direction sought with a large enough effect; inconclusive means small, poorly fitted or top-dose-only effect, or another doubt; inactive means no such curve, though single readings can be large; an effect the other way counts as inactive or inconclusive. This is a subset; rates above refer to the full screens.

Letter code – A = PTHR1 agonist; B = GLP1R cytotox; C = GLP1R inv ag; D = pAkt inh; E = Abeta yeast res; F = MmCpn inh; G = FUS yeast rescue; H = TDP43 rescue; I = aSyn yeast inh
COc1ccccc1Cc1nc2ccccc2[nH]c1=O
  A: i; B: 6%; C: 7%; D: x; E: -6%; F: x; G: -13%; H: 23%; I: x
Cc1ccc(OCCOC(=O)c2cc(S(=O)(=O)N3CCCCC3)ccc2N2CCOCC2)cc1
  A: -26%; B: u; C: -80%; D: i; E: 7%; F: -9%; G: x; H: 15%; I: 1%
O=C(O)c1ccc(C2Nc3ccccc3-c3nnc(SCc4ccc(Cl)cc4)nc3O2)cc1 (stereo unspecified)
  A: -10%; B: 2%; C: 2%; D: x; E: -13%; F: x; G: 23%; H: 5%; I: x
Cc1cccc(C)c1Nc1nnc(SCc2cn3cccc(C)c3n2)s1
  A: -14%; B: -7%; C: 13%; D: i; E: -23%; F: 0%; G: 3%; H: -21%; I: -7%
COc1ccccc1CNC(=O)CN1C(=O)COc2ccc(S(=O)(=O)Nc3ccccc3)cc21
  A: u; B: 3%; C: -22%; D: x; E: -16%; F: x; G: 23%; H: -6%; I: x
CCOc1cc(Br)c(C(C)NC(=O)c2cccnc2)cc1OCC (stereo unspecified)
  A: -17%; B: 2%; C: 0%; D: i; E: 6%; F: x; G: -5%; H: 15%; I: 1%
Cc1ccc(C)c(Nc2cc(C(=O)NCCCN(C)C3CCCCC3)c3ccccc3n2)c1
  A: i; B: 8%; C: u; D: x; E: 6%; F: x; G: -1%; H: 12%; I: x
O=C(c1ccc2c(c1)N(Cc1ccc(Cl)cc1)C(=O)c1ccccc1S2(=O)=O)N1CCCCCC1
  A: -54%; B: -11%; C: u; D: x; E: 7%; F: x; G: 28µM*; H: 18%; I: x
O=C1CC(CSc2ccc(Cl)cc2)=NN1
  A: i; B: -1%; C: -17%; D: i; E: -1%; F: -1%; G: 12%; H: 25%; I: -3%
O=C(NCc1ccccc1)c1c[nH]c2ccc(F)cc2c1=O
  A: -39%[inhibitor]; B: -5%; C: -14%; D: i; E: -4%; F: 1%; G: 3%; H: 16%; I: 2%
CCCc1ccc(-c2ccc(F)c(N)c2)nc1
  A: -35%; B: -9%; C: -1%; D: i; E: -1%; F: -1%; G: -13%; H: -10%; I: -25%
CCOC(=O)c1cc2sc(C)cc2n1CCCN1C(=O)c2ccccc2C1=O
  A: -9%[57.5 µM]; B: -4%; C: u; D: i; E: 20%; F: 0%; G: 3%; H: 7%; I: 11%
COc1ccc(-c2nnc(SC(C)C(=O)Nc3c(C)n(C)n(-c4ccccc4)c3=O)o2)cc1 (stereo unspecified)
  A: i; B: 1%; C: -9%; D: x; E: 12%; F: 0%; G: 25%; H: -22%; I: -2%
CN1CCC(n2[nH]c(-c3ccccc3)c(Cc3ccccc3)c2=O)CC1
  A: -6%; B: -19%; C: 11µM*; D: i; E: 19%; F: x; G: 19%; H: -15%; I: 1%
COc1ccc(S(=O)(=O)N2CCC(C(=O)Nc3ccccc3N3CCCCC3)CC2)cc1OC
  A: i; B: 0%; C: 0%; D: i; E: 7%; F: 1%; G: 22%; H: -14%; I: -2%
Cc1nc(NC(=O)C2CC2)sc1C(=O)N(C)C
  A: -17%; B: 2%; C: 4%; D: x; E: 3%; F: 0%; G: 2%; H: -5%; I: x
O=C1Nc2c(Cl)cc(Cl)cc2C1=O
  A: -9%; B: u; C: 4%; D: i; E: 7%; F: x; G: -25%; H: -91%[inhibitor]; I: 4%
CC(=O)Oc1ccc(C(=O)Nc2cc(C)ccc2NC(=O)COc2ccccc2)cc1
  A: -14%; B: -8%; C: 5%; D: i; E: 10%; F: 0%; G: x; H: 0%; I: 9%
Cc1csc(/N=C/N(C)C)c1C#N
  A: -18%; B: 5%; C: 2%; D: i; E: -7%; F: -5%; G: 10%; H: -16%; I: 2%
O=C(COC(=O)Cn1cnc2ccccc21)NCCC1=CCCCC1
  A: i; B: -1%; C: 4%; D: i; E: 5%; F: 1%; G: 8%; H: -22%; I: -5%
Cn1c(=NC(=O)c2ccc(S(=O)(=O)N3CCCc4ccccc43)cc2)sc2cc(S(C)(=O)=O)ccc21
  A: -10%; B: -5%; C: 2%; D: i; E: -12%; F: 1%; G: x; H: 5%; I: 0%
Cc1ccc(NC(=O)c2cc3cc(OC(F)(F)F)ccc3[nH]2)cc1
  A: -18%; B: -6%; C: 4%; D: i; E: -15%; F: -11%; G: 5%; H: -12%; I: -12%
CN(CC(=O)Nc1cccc(F)c1)C(=O)c1cn(-c2ccccc2)nc1-c1ccc(Cl)cc1
  A: -19%; B: u; C: u; D: i; E: 0%; F: u; G: u; H: u; I: -4%
COC(=O)c1sccc1NC(=S)N1C(C)CCCC1C (stereo unspecified)
  A: i; B: 7%; C: 8%; D: i; E: 14%; F: -4%; G: -7%; H: 15%; I: 4%
Cc1nc2ccc(S(=O)(=O)NC(C(=O)Nc3nccs3)C(C)C)cc2s1 (stereo unspecified)
  A: i; B: 16%; C: 36%[activator]; D: i; E: 1%; F: -2%; G: -3%; H: -7%; I: 3%
Cn1cnnc1SCC(=O)Nc1ccc(S(=O)(=O)N2CCCC2)cc1
  A: -10%; B: 5%; C: 8%; D: i; E: 14%; F: -6%; G: 23%; H: -5%; I: 5%
CCOC(=O)C1=CN(Cc2cccc(F)c2)S(=O)(=O)N(C)C1c1ccc2ccccc2c1 (stereo unspecified)
  A: -10%; B: -16%; C: u; D: i; E: -1%; F: 1%; G: 20%; H: 16%; I: 0%
Cc1cc(C)cc(NC(=O)CSc2ccccc2)c1
  A: u; B: 1%; C: u; D: i; E: 2%; F: 1%; G: 7%; H: 4%; I: -5%
CC(=O)c1ccc(OC(=O)CCc2nc3ccccc3s2)cc1
  A: 0%; B: -2%; C: 4%; D: i; E: -13%; F: -2%; G: 39%; H: -20%; I: -6%
c1cncc(CNc2ncnc3ccc(-c4ccc5c(c4)OCO5)cc23)c1
  A: 6%; B: x; C: x; D: x; E: -14%; F: 1%&-2%; G: -2%; H: x; I: x
CCCOc1ccc(N/C=C/C(=O)C(C)(C)C)cc1
  A: -43%[inhibitor]; B: -10%; C: 3%; D: i; E: -1%; F: -2%; G: -19%; H: 2%; I: -8%
CC[C@@]1(C(=O)OC)N[C@H](CN(C)C(=O)Nc2ccc(C)cc2)[C@@H]2C(=O)N(C)C(=O)[C@@H]21
  A: -1%; B: -5%; C: 2%; D: i; E: 8%; F: 0%; G: -9%; H: 28%; I: 6%
COc1cccc(N(C(=O)CNC(=O)c2ccco2)C(C(=O)NC2CCCCC2)c2ccncc2)c1 (stereo unspecified)
  A: i; B: 0%; C: 6%; D: i; E: -13%; F: 1%; G: 23%; H: -3%; I: 3%
C=CCC(C#N)(c1ccc(OC)c(OC)c1)c1cnccn1 (stereo unspecified)
  A: -6%; B: -8%; C: 67%[activator]; D: i; E: 2%; F: -3%; G: -8%; H: 4%; I: 3%
COc1cccc(C(=O)NNC(=O)CCc2ccccc2)c1
  A: -19%; B: 18%; C: -14%; D: i; E: -5%; F: 5%; G: 12%; H: -24%; I: -4%
CC(C)CCNC(=O)C(=O)NC1CCCC1
  A: i; B: -3%; C: 9%; D: i; E: 6%; F: -1%; G: -5%; H: -14%[0.397 µM]; I: -2%
Fc1ccccc1/C=C/c1ccc2ccccc2n1
  A: -28%; B: -4%; C: u; D: i; E: -28%; F: -1%; G: x; H: -10%; I: -20%
COc1ccc(N(Cc2cccs2)C(=O)c2ccccc2C)cc1
  A: i; B: -3%; C: u; D: x; E: -7%; F: x; G: 15%; H: 25%; I: x
O=C(c1ccc(N2CCOCC2)c([N+](=O)[O-])c1)N1CCN(S(=O)(=O)c2cccs2)CC1
  A: -35%[inhibitor]; B: -5%; C: 9%; D: i; E: 0%; F: 1%; G: 23%; H: 1%; I: 11%
CCOc1ccccc1NC(=O)CSC1=Nc2ccccc2C2=NC(CC(=O)NC3CCCCC3)C(=O)N12 (stereo unspecified)
  A: -15%; B: -15%; C: -5%; D: x; E: 9%; F: x; G: 39%; H: -1%; I: x
CCOC(=O)c1ccc(CN2Cc3ccccc3C2=O)cc1
  A: -7%; B: 10%; C: -1%; D: i; E: -9%; F: -1%; G: 16%; H: 0%; I: 12%
Cc1ccc(N2C(=O)c3n[nH]c(C)c3C2c2ccc(C(C)C)cc2)cc1 (stereo unspecified)
  A: -4%; B: -19%; C: -29%; D: x; E: -3%; F: x; G: 23%; H: u; I: x
Cc1ccccc1Cn1c(=O)n(CCC(=O)NCc2ccc3c(c2)OCO3)c(=O)c2ccccc21
  A: -21%; B: 9%; C: 36%; D: i; E: -8%; F: 1%; G: 7%; H: -4%; I: -6%

Gathered by group: those above with a cyano group
Letter code – A = PTHR1 agonist; B = GLP1R cytotox; C = GLP1R inv ag; D = pAkt inh; E = Abeta yeast res; F = MmCpn inh; G = FUS yeast rescue; H = TDP43 rescue; I = aSyn yeast inh
Cc1csc(/N=C/N(C)C)c1C#N
  A: -18%; B: 5%; C: 2%; D: i; E: -7%; F: -5%; G: 10%; H: -16%; I: 2%
C=CCC(C#N)(c1ccc(OC)c(OC)c1)c1cnccn1 (stereo unspecified)
  A: -6%; B: -8%; C: 67%[activator]; D: i; E: 2%; F: -3%; G: -8%; H: 4%; I: 3%
